D2 antagonist – antagonists of human D2 dopamine receptor; AID 485344; HEK293 TREx D2 cells, calcium flux, dopamine EC80; 2% of 340,000 active; inhibition, % at 10 µM; P14416; in the data active = inhibition above about 30%; also: 0% is about no effect
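Cells plated overnight at 30 C with tetracycline; no-wash calcium dye, 30–90 min RT; 10 s baseline; compound pinned; 180 s read; EC80 dopamine added; another 180 s read.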
TRHR ag – TRH receptor (human) agonism; P34981; activation, % at 2 µM; AID 493084; 0.18% of 360,000 active; TRHR cells, calcium flux fluo-8, FDSS agonist mode; in the data active = activation above about 30%; also: 0% is about no effect
Target sequence (P34981 whole entry, looked up): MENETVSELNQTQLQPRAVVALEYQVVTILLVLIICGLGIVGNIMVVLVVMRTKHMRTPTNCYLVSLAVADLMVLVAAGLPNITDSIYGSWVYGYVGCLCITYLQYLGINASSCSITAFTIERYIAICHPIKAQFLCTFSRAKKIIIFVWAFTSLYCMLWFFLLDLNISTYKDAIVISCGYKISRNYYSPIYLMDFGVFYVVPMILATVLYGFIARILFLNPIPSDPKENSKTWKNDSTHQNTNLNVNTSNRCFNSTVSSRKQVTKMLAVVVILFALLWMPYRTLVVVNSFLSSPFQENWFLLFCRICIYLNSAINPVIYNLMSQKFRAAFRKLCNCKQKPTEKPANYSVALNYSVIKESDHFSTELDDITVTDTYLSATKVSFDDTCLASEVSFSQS
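TRHR-expressing cells loaded with fluo-8 calcium dye; 23 nL library compound pin-transferred, kinetic FDSS fluorescence (Ex 480/Em 530) recorded about 180 s for agonist-induced calcium release, before a 10 nM TRH EC20 addition for potentiator mode.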
D2 ag – activates the human D2 dopamine receptor; activation, % at 2 µM; P14416; 0.53% of 340,000 active; HEK293 T-REx D2 cells, calcium flux agonist mode; AID 485358;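 active = activation over 3 SD above normal in the single-dose calcium agonist read, cut at about 30% in these data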; also: 0% is about no effect
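HEK293 Trex D2 cells, tetracycline-induced, o/n 30 C 5% CO2; no-wash Ca dye, RT 30–90 min; 10-cycle baseline, 23 nl cpd added, kinetic Ca read 180 s; agonist hits = positive Ca response.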
mIDH1 inhibitor – blocks human mutant IDH1 R132H enzyme. IDH1-R132H enzyme, NADPH consumption, diaphorase/resazurin fluorescence. Potency, µM (highest dose often 76.6 µM), for inactives: at the top dose activity change, negative = inhibition, hits mostly inhibitors. 0.093% of 390,000 active; also: potency is read from the fitted curve at half-maximal effect; % is scaled to controls: 0 for no effect and ±100 for the full control effect; nearly all actives have a fitted effect of over 65% in size
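IDH1-R132H (0.5 ug/mL dispensed) in pH 7.5 Tris buffer was preincubated 30 min with compound, then given a substrate mix of 0.016 mM NADPH and 2 mM alpha-KG for 80 min at room temperature; remaining NADPH was read by diaphorase/resazurin fluorescence.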
TrxR1 inh – blocks rat thioredoxin reductase 1; 1% of 390,000 active; Potency, µM (doses to about 114 µM), without a hit: top-dose activity change, negative = inhibition, most hits filed as inhibitors; recombinant rTrxR1, NADPH fluorescence consumption, selenite substrate; also: potency is read from the fitted curve at half-maximal effect; % is scaled to controls: 0 for no effect and ±100 for the full control effect; nearly all actives have a fitted effect of over 65% in size
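Rat TrxR1 (90 nM in the dispensed reagent) was pre-reduced with 400 uM NADPH for 5 min at room temperature, then incubated with compound for 15 min. After 400 uM selenite was added, NADPH fluorescence (Ex 340/Em 450 nm) was followed for 8 min.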
USP1 inh – inhibitors of human USP1/UAF1 deubiquitinase; AID 743255; Potency, µM (highest dose often 57.1 µM), for inactives: at the top dose activity change, negative = inhibition, most hits filed as inhibitors; recombinant USP1/UAF1, Ub-Rhodamine cleavage fluorescence; 0.23% of 390,000 active; O94782; also: potency is read from the fitted curve at half-maximal effect; % is scaled to controls: 0 for no effect and ±100 for the full control effect; nearly all actives have a fitted effect of over 60% in size; inactives centre near -12
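In this screen, compounds sit with the deubiquitinase complex (1nM) for 15 min at room temperature before Ub-Rho is added at 150nM final. Fluorescence rise is then followed for 6 reads every 60 seconds.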
TrxR1 substrate – rat thioredoxin reductase 1 substrate activity | 0.01% of 390,000 active | O89049 | purified TrxR1 substrate turnover, NADPH consumption readout | Potency, µM (series often up to 114 µM), for the others: at the top dose activity change, negative = substrate turnover; also: potency is read from the fitted curve at half-maximal effect; % is scaled to controls: 0 for no effect and ±100 for the full control effect; nearly all actives have a fitted effect of over 50% in size
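Rat TrxR1, dispensed at 90 nM, was prereduced with 400 uM NADPH (final) for 5 min at ~22 deg C, then incubated with compound 15 min before 400 uM selenite. A first-read NADPH fluorescence drop versus no-compound background flagged substrates.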
PI4K2A inh – PI4K2A (human) kinase inhibition | Q9BTU6 | purified PI4K2A, ADP-Glo luminescence, 1 h; hits give low values | activity change, negative = inhibition, % at 76.9 µM | AID 1346378 | 0.13% of 420,000 active; in the data active = activity change below about -50%; inconclusive = mostly about -30% to -49%;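 also: -100% = wells without enzyme as full effect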
Target sequence (Q9BTU6 whole entry, looked up): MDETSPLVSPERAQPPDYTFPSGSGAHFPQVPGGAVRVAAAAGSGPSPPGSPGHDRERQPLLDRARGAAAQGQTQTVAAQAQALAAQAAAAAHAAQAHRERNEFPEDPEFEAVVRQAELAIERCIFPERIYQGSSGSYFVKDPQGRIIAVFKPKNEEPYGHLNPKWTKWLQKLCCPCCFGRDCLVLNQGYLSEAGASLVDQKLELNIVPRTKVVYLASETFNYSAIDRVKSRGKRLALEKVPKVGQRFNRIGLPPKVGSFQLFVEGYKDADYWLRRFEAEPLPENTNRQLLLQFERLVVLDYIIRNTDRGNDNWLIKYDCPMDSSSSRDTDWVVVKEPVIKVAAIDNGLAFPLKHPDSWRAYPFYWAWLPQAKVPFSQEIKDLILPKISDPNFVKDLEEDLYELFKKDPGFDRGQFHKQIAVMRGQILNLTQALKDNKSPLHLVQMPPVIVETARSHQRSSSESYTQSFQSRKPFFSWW
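Compounds are screened against recombinant PI4K2A using PI as substrate and ATP, the latter dispensed at 300 microM. Reactions run one hour at ambient temperature before ADP-Glo detection; full inhibition defined by wells lacking enzyme.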
TRHR PAM – allosteric enhancers of human TRH receptor; P34981; 0.66% of 360,000 active; enhancement, % at 2 µM; TRHR cells, fluo-8 calcium fluorescence, EC20 TRH enhancement; in the data active = enhancement above about 30%; also: 0% is about no effect
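TRHR-expressing cells loaded with fluo-8 calcium dye were read kinetically (ex 480/em 530) during compound addition, then stimulated with an EC20 of TRH (10 nM final). Enhancement of the Gq-mediated intracellular calcium response was scored.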
* marks the source's active call; other numbers are inactive results; ? = inconclusive; / = no result given; [ ] = dose if it differs, or a comment. Unless noted, calls follow the shape of the dose curve; as a rule, active = well fitted inhibition curve with a large enough effect; inconclusive = small, poorly fitted or top-dose-only effect; inactive = no such curve, though single readings can be large or run the other way.

SMILES	D2 antagonist	TRHR ag	D2 ag	mIDH1 inhibitor	TrxR1 inh	USP1 inh	TrxR1 substrate	PI4K2A inh	TRHR PAM
Fc1cccc(-c2nnn3c2nc(NCCc2ccccc2)c2ccccc23)c1	/	0.5	/	-1.0%	19.4%	-22.3%	7.7%	-4.1	-6.7
CS(=O)(=O)N1CCN(c2ccc(NC(=O)Cc3ccccc3)cc2)CC1	2.9	-1.4	0.2	-0.5%	3.4%[2.29 µM]	-12.2%	5.3%[2.29 µM]	1.0	4.2
CCc1ccc(NC(=O)C2CCCN2c2nn3c(=O)cc(C)nc3s2)cc1 (centres undefined)	2.0	-0.2	-0.5	15.8%	-6.1%[57.1 µM]	-17.9%	1.1%[57.1 µM]	0.4	-1.1
O=C(CN1C(=O)N/C(=C\c2ccccc2OCc2ccc(C(=O)O)cc2)C1=O)Nc1ccc(F)cc1	-2.5	0.5	0.6	-7.4%	-2.3%	-3.8%	-3.5%	-2.9	0.2
O=c1oc2c3c(ccc2c2ccccc12)OCN(Cc1ccc(Cl)cc1)C3	/	-1.4	-1.0	28.5%	30.9%	-12.0%	12.2%	-9.7	7.1
Cc1ccc2c(c1)-c1c(ssc1=S)C(C)(C)N2C(=O)CSc1nncn1C	6.6	-1.7	-0.9	0.5%	?	9.7%	-10.6%	-5.1	-2.0
COc1ccc(/C=C2\CCC(C3CCCC3)C2=O)cc1 (centres undefined)	10.4	0.4	1.0	-3.9%	-1.5%[57.1 µM]	-3.6%	6.3%[57.1 µM]	-12.4	-6.9
CCC1Oc2ccc(C)cc2N(CC(=O)NCc2cccs2)C1=O (centres undefined)	-1.0	-0.1	-0.5	0.1%	1.0%	-15.3%	2.3%	-3.7	-4.2
O=C(CSc1ncn[nH]1)NNC(=O)c1ccccc1	8.2	0.0	0.6	-0.2%	4.0%[57.1 µM]	-16.8%	1.6%[57.1 µM]	1.6	-2.3
Cc1ccc(CC(=O)NCC2CCCCC2)cc1	2.6	-1.9	-0.5	12.5%	13.9%	-13.1%	3.5%	-2.3	-0.9
CC(C)OCCCn1c(=O)c2ccccc2n2c(-c3ccc(F)c(F)c3)nnc12	/	-1.4	-1.4	0.0%	19.2%	8.7%	-0.7%	1.2	4.5
CCCNC(=O)C(Cc1cccc(C#N)c1)NC(=O)c1cccc([N+](=O)[O-])c1 (centres undefined)	-8.3	-0.5	0.4	-1.9%	14.5%	-18.9%	0.2%	-1.8	-4.6
Cc1ccc(C)c(S(=O)(=O)N2CCCOC2CNC(=O)C(=O)NCc2cccs2)c1 (centres undefined)	5.1	-0.8	0.7	6.2%	-3.8%	-6.2%	1.4%	-1.9	-2.0
Cc1ccc(S(=O)(=O)N2[C@@H](c3ccc(C(C)(C)C)cc3)C(C(=O)O)=CC[C@H]2c2cccc(Cl)c2)cc1	/	/	/	2.0%[38.3 µM]	27.9%	?	6.1%	-0.9	/
CCOC(=O)c1cc2c(=O)n3ccccc3nc2n(CCCOC)c1=NC(=O)C(C)Oc1ccccc1 (centres undefined)	/	0.5	/	-3.2%	?	7.2%	117.6%[activator]	-0.5	-0.8
O=C(Nc1ccc(S(=O)(=O)NCCc2ccccc2)cc1)c1ccco1	1.9	-0.4	-0.1	3.8%	?	-4.3%	-15.5%	4.0	-6.5
COc1ccc(CC(=O)NCCS(=O)(=O)N2CCN(c3ccccc3F)CC2)cc1OC	/	0.1	-0.2	10.2%	20.3%[57.1 µM]	-18.4%	5.0%[57.1 µM]	-6.2	0.1
Oc1ccccc1-c1nnc2n1CCCCC2	16.1	1.1	1.3	3.9%	1.9%[57.1 µM]	-6.2%	7.1%[57.1 µM]	5.2	-5.7
N/C(=N\OC(=O)c1ccc2ccccc2c1)c1ccccc1Cl	6.3	-0.8	-0.5	-2.8%	21.5%	?	0.2%	-0.3	-2.7
COc1ccc(N(C(=O)c2cccc(OC)c2OC)C2C=CS(=O)(=O)C2)c(OC)c1 (centres undefined)	-5.3	0.2	1.4	7.8%	11.2%[57.1 µM]	-4.9%	9.3%[57.1 µM]	-3.6	-16.3

A different layout for part of the listing above.
smiles: Cc1ccc2c(c1)-c1c(ssc1=S)C(C)(C)N2C(=O)CSc1nncn1C
  D2 antagonist: 6.6
  TRHR ag: -1.7
  D2 ag: -0.9
  mIDH1 inhibitor: 0.5%
  TrxR1 inh: ?
  USP1 inh: 9.7%
  TrxR1 substrate: -10.6%
  PI4K2A inh: -5.1
  TRHR PAM: -2.0
smiles: COc1ccc(/C=C2\CCC(C3CCCC3)C2=O)cc1 (centres undefined)
  D2 antagonist: 10.4
  TRHR ag: 0.4
  D2 ag: 1.0
  mIDH1 inhibitor: -3.9%
  TrxR1 inh: -1.5%[57.1 µM]
  USP1 inh: -3.6%
  TrxR1 substrate: 6.3%[57.1 µM]
  PI4K2A inh: -12.4
  TRHR PAM: -6.9

Next section:
SMILES	D2 antagonist	TRHR ag	D2 ag	mIDH1 inhibitor	TrxR1 inh	USP1 inh	TrxR1 substrate	PI4K2A inh	TRHR PAM
COc1ccc(N2CCN(C(=O)c3c4c(nc5ccccc35)C(=O)N(C3CCCCC3)C4)CC2)cc1	/	-0.2	1.7	-0.3%	18.9%[57.1 µM]	-13.8%	3.7%[57.1 µM]	1.4	3.5
Cc1ccc(OCC(=O)Nc2ccccc2F)cc1C	2.5	0.3	-0.3	-3.4%	21.9%[57.1 µM]	8.0%	2.4%[57.1 µM]	-3.3	-0.3
N#C/C(=C/c1ccc(Oc2ccc([N+](=O)[O-])cn2)cc1)C(=O)N1CCOCC1	-16.5	0.2	0.2	12.3%	-17.5%	-6.9%	-5.8%	7.6	9.0
COc1ccc(C(=O)NC(=S)Nc2cccnc2)cc1[N+](=O)[O-]	-24.3	0.1	1.3	-8.0%	10µM*	-1.2%	-2.7%	1.6	-0.5
Cc1ccc(NC(=O)c2ccccc2-c2ccccc2C(=O)O)cc1C	-3.1	-1.0	0.9	-12.7%	-3.3%	-19.2%	-3.6%	2.8	5.7
CCc1ccccc1NC(=O)Cn1nc(C)c2nn(-c3ccc(Cl)cc3)c(C)c2c1=O	/	-0.7	/	1.2%	8.0%[57.1 µM]	-23.9%	1.5%[57.1 µM]	-2.7	3.1
CC(C)NC(=O)c1ccc2c(=O)n(CC3CCCO3)c(=S)[nH]c2c1 (centres undefined)	-4.8	-0.3	-0.6	2.0%	-8.1%[57.1 µM]	-11.7%	11.4%[57.1 µM]	-5.9	7.1
Clc1c(-c2nnc3n2CCC3)sc2ccccc12	-4.5	-2.2	-0.6	9.4%	-14.9%	1.9%	-6.7%	7.4	2.7
Cc1ccc(Cl)cc1N1CCN(CC(=O)Nc2ccc3[nH]c(=O)[nH]c3c2)CC1	8.5	-1.6	0.9	-2.6%	23.9%[57.1 µM]	-9.8%	-2.9%	1.0	-0.1
CCC(=O)Nc1nc(C)c(-c2csc(Nc3ccc(C(=O)O)cc3)n2)s1	11.7	-0.6	-0.3	-0.5%	4.1%	?	2.4%	5.6	0.7
Cc1noc(C)c1S(=O)(=O)N1CCC(C(=O)N2CCC(N3CCCCC3)CC2)CC1	-1.1	-0.1	2.0	4.4%	9.7%[57.1 µM]	-21.8%	6.8%[57.1 µM]	-4.1	-0.4
Cc1c(C=O)c2ccccc2n1CC(=O)NCc1ccc2c(c1)OCO2	16.6	0.3	-0.1	2.7%	-65.6%	-3.4%	10.1%	-8.0	-6.3
COc1ccc([N+](=O)[O-])cc1N(CC(=O)NCCC1=CCCCC1)S(C)(=O)=O	-10.5	-0.4	2.0	-0.1%	-21.8%	-5.8%	-15.6%	0.2	-1.9
CCOc1ccc(-n2c(N)c(C(=O)NCc3ccco3)c3nc4ccccc4nc32)cc1	-4.0	0.2	-0.4	0.6%	-55.9%[57.1 µM]	-20.3%	-15.4%[11.4 µM]	?	1.9
Cc1cccc(CS(=O)(=O)Cc2ccc(C(=O)NC3CCCCC3)o2)c1	-1.2	-1.1	-0.7	-5.8%	-18.0%	-8.4%	-12.2%	2.3	22.5
CSCCC(NC(=O)c1ccc(C(C)(C)C)cc1)C(=O)OCC(=O)N1CCCC1=O (centres undefined)	2.6	-0.5	-0.4	-7.2%	9.3%	-12.9%	-4.0%	-1.0	-5.5
Cc1noc(C)c1COc1ccc(C(=O)OCC(=O)NCCN2C(=O)CSC2=O)cc1	/	0.2	/	17.5%	16.9%[57.1 µM]	?	16.2%	0.5	-1.1
CN(C)CCN(C(=O)c1ccc(S(=O)(=O)N(C)c2ccccc2)cc1)c1nc2cc3c(cc2s1)OCCO3	-16.0	1.0	0.4	9.8%	11.2%	-19.9%	-5.8%	-6.4	1.6
CCN(C(=O)CSc1ncccn1)c1cccc2ccccc12	/	/	/	12.3%	9.0%	-18.9%	0.1%	1.2	/
Cc1cc(C)c(S(=O)(=O)NCCCn2ccnc2)c(C)c1	4.3	-0.5	0.8	0.5%	14.3%	-2.3%	8.2%	0.7	-8.3
COc1cccc2c1SCc1ccccc1C2CC(N)=O (centres undefined)	/	/	/	-3.1%	16.9%	-14.8%	-3.1%	-6.6	/
CC(C)C(NS(=O)(=O)c1ccccc1)C(=O)OCc1cc([N+](=O)[O-])cc2c1OCOC2 (centres undefined)	4.5	-0.8	0.1	-0.3%	16.6%	-19.8%	-1.7%	-0.2	-7.4
CCc1ccc2oc(C(=O)Nc3nonc3C)c(C)c2c1	-17.4	-0.2	0.1	-0.4%	38.8%[activator]	-9.3%	-0.3%	-0.4	13.3
O=C(CCC1COc2ccccc2O1)NCc1ccco1 (centres undefined)	3.9	-0.3	0.2	-1.6%	?	1.3%	-2.7%	0.3	1.0
O=S(=O)(Nc1ccccc1-c1ccccc1)c1ccccc1	/	/	/	31.4%[activator]	13.1%[57.1 µM]	?	12.9%[57.1 µM]	2.3	/

An excerpt of these results, with two lines to a compound:
Fields: D2 antagonist, TRHR ag, D2 ag, mIDH1 inhibitor, TrxR1 inh, USP1 inh, TrxR1 substrate, PI4K2A inh, TRHR PAM
- COc1cccc2c1SCc1ccccc1C2CC(N)=O (centres undefined)
 : /, /, /, -3.1%, 16.9%, -14.8%, -3.1%, -6.6, /
- CC(C)C(NS(=O)(=O)c1ccccc1)C(=O)OCc1cc([N+](=O)[O-])cc2c1OCOC2 (centres undefined)
 : 4.5, -0.8, 0.1, -0.3%, 16.6%, -19.8%, -1.7%, -0.2, -7.4
